# MBNL1-CUG inh – blocks human MBNL1 binding to CUG repeat RNA; Q9NR56; Potency, µM (top dose mostly 57.5 µM), for the others: at the top dose activity change, negative = inhibition, usual class: inhibitors; TR-FRET MBNL1-His/biotin-(CUG)12 binding, 665/545 ratio; 0.036% of 280,000 active; active means well fitted inhibition curve with a large enough effect in the signal ratio, with a control signal flat, not every such curve was filed as active; inconclusive means small, poorly fitted or top-dose-only effect, or effect the other way, or a change in a side signal; inactive means no such curve, though single readings can be large or run the other way; the % refers to the signal ratio; further: potency means the concentration at half of the fitted maximal effect; on the % scale 0 is the no-effect control and ±100 the full control effect
# Target sequence (Q9NR56 whole entry, looked up): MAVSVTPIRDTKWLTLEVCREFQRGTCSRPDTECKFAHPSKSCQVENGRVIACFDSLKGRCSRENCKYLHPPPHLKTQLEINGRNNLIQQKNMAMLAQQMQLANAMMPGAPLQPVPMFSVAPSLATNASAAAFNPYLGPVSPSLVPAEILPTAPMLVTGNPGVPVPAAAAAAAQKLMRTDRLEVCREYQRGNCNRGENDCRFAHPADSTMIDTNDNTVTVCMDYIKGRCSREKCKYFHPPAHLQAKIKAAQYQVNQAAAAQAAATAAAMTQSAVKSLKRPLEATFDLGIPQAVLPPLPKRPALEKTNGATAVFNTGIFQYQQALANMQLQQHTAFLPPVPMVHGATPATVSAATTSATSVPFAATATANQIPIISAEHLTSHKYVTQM
#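 His-tagged MBNL1 binding to biotinylated (CUG)12 RNA was measured by TR-FRET using terbium anti-His antibody (0.055 ng/ul final) and streptavidin-XL665 (5 nM final). Compounds were titrated 92 nM to 58 uM; 60 min at room temperature.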
# GALK inhibitor – blocks human galactokinase activity. P51570. Potency, µM (top dose mostly 57.5 µM), without a hit: at the top dose activity change, negative = inhibition, usual class: inhibitors. 0.007% of 270,000 active. Purified GALK, Kinase-Glo residual ATP luminescence; further: potency means the concentration at half of the fitted maximal effect; on the % scale 0 is the no-effect control and ±100 the full control effect
#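 The enzyme phosphorylates galactose (100 uM) using ATP (35 uM); inhibition is detected as higher residual ATP, quantified by bioluminescence after 1 h reaction at room temperature, pH 8.0.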
# CXXC DNA block – MLL CXXC-DNA interaction inhibition. Q03164. MLL-CXXC / FITC-HOXA9 DNA fluorescence polarization. Potency, µM (top dose mostly 115 µM), without a hit: at the top dose activity change, negative = inhibition, most hits filed as inhibitors. 0.037% of 290,000 active. AID 2662; active means well fitted inhibition curve with a large enough effect in the polarisation, with a control signal flat, not every such curve was filed as active; inconclusive means small, poorly fitted or top-dose-only effect, or effect the other way, or a change in a side signal; inactive means no such curve, though single readings can be large or run the other way; the % refers to the polarisation; further: potency means the concentration at half of the fitted maximal effect
#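 Purified MLL-CXXC (added from a 7 uM solution) was preincubated 5 min at ambient with pinned compounds in 50 mM Tris-HCl pH 7.5, 50 mM NaCl, 1 mM DTT, 0.05% BSA. Fluorescein-labeled HOX-A9 DNA (50 nM solution) followed, 30 min, then polarization read.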
# FBPA coupling cs – coupling enzyme interference in Giardia aldolase counter-screen; coupling enzyme system counterscreen, AmpLite Red fluorescence; activity change, negative = inhibition, % at 58.2 µM, hits read low; 0.67% of 290,000 active; in the data active means activity change below about -30%; further: on the % scale 0 is the no-effect control and ±100 the full control effect
#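 Final compound at 57.5 uM, incubated 10 min at RT with coupling enzyme reagent (glyceraldehyde-3-phosphate), then 20 min with substrate and AmpLite Red detection. Fluorescence read at 525/598 nm; tests interference with the coupling assay, not aldolase inhibition.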
# ASM inhibitor – human S-ASM enzyme inhibition; P17405; placental ASM, HMU-PC fluorogenic substrate, 60 min; Potency, µM (top dose mostly 57.5 µM), inactives show top-dose activity change, negative = inhibition, usual class: inhibitors; 0.006% of 340,000 active; further: potency means the concentration at half of the fitted maximal effect
# Target sequence (P17405 47-631 limits assumed): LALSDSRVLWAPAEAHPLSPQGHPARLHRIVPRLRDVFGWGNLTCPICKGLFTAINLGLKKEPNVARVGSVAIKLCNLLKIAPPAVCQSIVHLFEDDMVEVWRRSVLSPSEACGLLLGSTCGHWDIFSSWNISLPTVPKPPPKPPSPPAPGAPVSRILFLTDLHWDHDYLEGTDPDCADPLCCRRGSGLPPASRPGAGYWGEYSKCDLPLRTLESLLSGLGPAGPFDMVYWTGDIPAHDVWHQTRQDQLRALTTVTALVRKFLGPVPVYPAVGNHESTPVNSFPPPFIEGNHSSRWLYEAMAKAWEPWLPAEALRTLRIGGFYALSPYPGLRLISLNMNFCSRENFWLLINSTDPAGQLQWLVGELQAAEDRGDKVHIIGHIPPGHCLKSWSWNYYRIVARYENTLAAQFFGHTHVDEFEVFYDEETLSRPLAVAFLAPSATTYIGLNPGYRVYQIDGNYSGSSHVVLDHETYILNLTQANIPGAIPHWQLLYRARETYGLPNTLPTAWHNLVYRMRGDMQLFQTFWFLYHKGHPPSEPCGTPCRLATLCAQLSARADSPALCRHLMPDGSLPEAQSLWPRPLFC
#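 qHTS format. ASM enzyme prepared from human placenta hydrolyses the fluorogenic substrate HMU-PC0 (9 uM final) over 60 min at 37 °C after a 10 min compound preincubation.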
# TRPV1 agonist – human TRPV1 agonism; Q8NER1; TRPV1-expressing cells, Fluo-8 calcium influx, agonist mode; activation, % at 8.33 µM; 0.19% of 320,000 active; AID 540275; in the data active means activation above about 80%; inconclusive means between about 30% and that limit; further: 0% is about no effect
#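 Fluo-8 calcium influx in TRPV1-expressing cells, kinetic read (ex 480/em 520 nm). Compound added and read 3 min for agonist activity, followed by capsaicin at EC20 final and 2 min further read for enhancement.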
# A-T KAP1 phos – candidate therapy for ataxia-telangiectasia; […] A-T fibroblasts, KAP-1 phosphorylation AlphaLISA; neocarzinostatin DNA damage 30 min before lysis; Potency, µM (doses to about 57.5 µM), without a hit: top-dose activation, actives largely listed as activators; 0.19% of 320,000 active; AID 485349; further: potency means the concentration at half of the fitted maximal effect; % of control where 0% means no effect; nearly all actives have a fitted effect of over 45% in size
#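 ATM-like activity read as KAP-1 phosphorylation via AlphaLISA donor/acceptor antibody pairs after lysis and 6 hr at 25C. Cells were ATM-null patient fibroblasts ([…], hTERT), dosed 60 min, then exposed to the DSB inducer NCS for 30 min.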
# Integrin act MD – activators of alpha7 integrin expression for muscular dystrophy; alpha7betagal myoblasts, beta-gal FDG fluorescence, 48 h; Potency, µM (highest dose often 38.3 µM), for the others: at the highest dose activation, most hits filed as activators; 0.064% of 350,000 active;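 further: potency means the concentration at half of the fitted maximal effect; 100% = response of the positive control SU9516; nearly all actives have a fitted effect of over 60% in size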
#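 Alpha7betagal+/- myoblasts (passage 13) were plated 16-24 hr, then exposed to compounds (1:260 dilution of DMSO stock) for 48 hours at 37C. After MPER lysis, β-galactosidase reporter activity was read as FDG fluorescence (ex 480/em 540) after 30 minutes.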
# hERG WT inh – inhibitors of human wildtype KCNH2 potassium channel. Q12809. U2OS, BacMam KCNH2, thallium flux FluxOr; hits give low values. activity change, % at 1.84 µM. 0.37% of 340,000 active;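 active means maximum activity change below -70%; inconclusive means maximum activity change between -70% and -50%; inactive means maximum activity change above -50%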; further: on the % scale 0 is the no-effect control and ±100 the full control effect
#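 U2OS cells were transduced with wild-type KCNH2 virus (2.03 x 10^8 / mL) for 4 h at room temperature, then cultured overnight at 37 C. Thallium flux was read with FluxOr dye. Rate constants were normalized to DMSO controls.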
# KCNH2 3.1 block – inhibitors of human KCNH2 3.1 potassium channel isoform; AID 720553; activity change, % (tested at about 1.8 µM); 0.95% of 340,000 active; U2OS KCNH2 3.1, thallium flux FluxOr; hits give low values;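 active means maximum activity change below -70%; inconclusive means maximum activity change from -70% to -50%; inactive means maximum activity change above -50%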;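 further: thallium influx rate constant from kinetic fluorescence after stimulation buffer; on the % scale 0 is the no-effect control and ±100 the full control effect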
#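 Normalized rate constant (relative to positive and negative DMSO controls) derived from a 2 min kinetic fluorescence read after stimulation; U2OS cells expressing the 3.1 isoform via virus at 1.77 x 10^8 /mL.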
# Starred values were filed as active, the others as inactive; ? = inconclusive; . = not tested or not shown; [ ] = another dose, or the depositor's remark. Unless noted, the call rests on the fitted dose curve; in most records, active means well fitted curve in the direction sought with a large enough effect; inconclusive means small, poorly fitted or top-dose-only effect, or another doubt; inactive means no such curve, though single readings can be large; an effect the other way counts as inactive or inconclusive.
SMILES,MBNL1-CUG inh,GALK inhibitor,CXXC DNA block,FBPA coupling cs,ASM inhibitor,TRPV1 agonist,A-T KAP1 phos,Integrin act MD,hERG WT inh,KCNH2 3.1 block
CC(Nc1nc(-c2ccc3c(c2)NC(=O)CO3)cs1)c1ccccc1 (stereo not drawn),2%,10%,6%,-5,?,6,0%,8%,-5,-3
Cc1ccc(NC2CCCN(C(=O)c3ccoc3C)C2)cc1C (stereo not drawn),-6%,1%,3%,.,0%,?,-5%,-11%,-24,15
O=c1[nH]c(CN2CCCCC2)nc2c1C1(CCCCC1)Cc1ccccc1-2,10%,-1%,4%,-1,0%,.,4%,16%,-1,0
CSc1nc2c(c(=O)[nH]c(=O)n2C)n1C/C=C(\C)Cl,-4%,4%,5%,1,0%,1,5%,-1%,-6,17
Cc1ccc(-n2cc(CNCCCn3ccnc3C)c(-c3ccc(F)cc3)n2)cc1,-8%,1%,0%,0,-4%,9,-2%,-66%[inhibitor],0,?
Cc1nn(CC(=O)N2CCOCC2)c(=O)c2ccccc12,15%,1%,1%,0,1%,-4,1%,13%,1,-4
CC(C)(CNC(=O)c1cc(-c2ccc(Cl)s2)nc2ccccc12)N1CCOCC1,.,.,.,.,175%[activator],0,1%,8%,5,-23
CC(C)CCN(C(=O)c1ccc(N2CCCC2=O)cc1)c1c(N)n(Cc2ccccc2)c(=O)[nH]c1=O,.,.,.,.,5%,-2,10%,-7%,-2,10
CCOC(=O)c1cc2sccc2n1CC(=O)N1CCN(C(=O)c2ccco2)CC1,0%,3%,-2%,2,1%,-2,4%,-27%,1,1
O=C(NCCc1ccc(Cl)cc1)C1CCN(S(=O)(=O)N2CCC3(CC2)OCCO3)CC1,-4%,-2%,2%,.,-5%,-4,3%,16%,-5,8
COc1cc(-c2nnc(NC(=O)CCS(=O)(=O)c3ccc(F)cc3)o2)cc(OC)c1OC,.,.,.,.,3%,4,10%,-14%,7,9
COc1cc(NC(=O)Nc2ccc(Cl)c(Cl)c2)c(C(=O)O)cc1OC,-5%,.,-8%,1,11%,-2,26%,8%,-2,4
Cc1csc(NC(=O)C(C)Oc2ccc(Br)cc2)n1 (stereo not drawn),.,.,.,.,-1%,26,1%,3%,16,8
O=C(Cn1cnc([N+](=O)[O-])c1)c1ccc(Cl)cc1,.,.,.,.,4%,0,2%,12%,.,.
O=C(COc1ccc([N+](=O)[O-])cc1)Nc1cccnc1,?,14%,-2%,0,2%,0,5%,-15%,5,-14
Cc1cc2ncc(C(=O)Nc3ccccc3)c(C)n2n1,-10%,0%,6%,1,2%,15,16%,11%,-5,1
O=C(NCc1ccccc1)NC1(C(=O)Nc2ccc3c(c2)OCCO3)CCCCC1,-3%,1%,4%,-1,0%,1,2%,0%[7.66 µM],6,0
CC(=O)c1ccc([C@@H]2C[C@]34CN(Cc5cccc(C(F)(F)F)c5)S(=O)(=O)[C@H]3C[C@H]2O4)cc1,4%,1%,1%,0,-6%,-3,27%,-1%,1,-7
CN(C(=O)c1ccccc1OCc1ccc(Cl)cc1)c1ccccc1,?,-3%,12%,.,-3%,-3,-1%,4%,-12,10
Cc1ccc(CNC(=O)C2CCN(S(=O)(=O)c3ccc4c(c3)CC(C)N4C(=O)C3CC3)CC2)cc1 (stereo not drawn),8%,1%,0%,1,0%,0,-2%,-6%,0,?
CCCCCCCCCCn1ccc(=N)cc1,2%,0%,-5%,5,-6%,4,?,-41%,5,5
CCOc1ccc(C(=O)NCC(=O)OCC(=O)N(C)CC(=O)Nc2ccccc2CC)cc1OCC,.,.,.,.,4%,.,.,21%,-19,-9
CCN(C[C@H]1N[C@@](C)(C(=O)OC)[C@H]2C(=O)N(C)C(=O)[C@@H]12)C(=O)c1ccccc1,.,.,.,.,5%,.,3%,21%,1,-11
Cc1cc(C)c2c(n1)nn1c(N3CCN(c4ccccc4)CC3)cc(C)nc21,40%[activator],1%,18%,3,107%[activator],?,-4%,19%,70,10
Cc1c(CC(=O)N[C@@H](C)C(=O)O)c(=O)oc2cc3occ(-c4ccccc4)c3cc12,16%,9%,-25%,4,86%[activator],7,10%,-3%,1,-6
COc1ccc(C(=O)NCc2nnc(SCC(=O)N3CCc4ccccc43)n2Cc2ccccc2)cc1,.,1%,8%,2,-7%,-2,-2%,13%,31,23
CCC(C(=O)Nc1cccc(S(=O)(=O)N(C)c2ccccc2)c1)c1ccccc1 (stereo not drawn),.,.,.,.,-2%,0,4%,-16%,-16,-14
CCOC(=O)C1CCN(C(=O)c2ccc3c(c2)OCO3)CC1,-8%,0%,-3%,2,-3%,1,0%,-14%,3,-2
COc1cccc(N(C(=O)c2ccco2)c2nc(-c3sc(NC(=O)c4ccco4)nc3C)cs2)c1,30%[activator],-1%,21%,1,-16%,11,-5%,13%,-4,0
CCOc1cc(/C=N/NC(=O)c2ccc3c(c2)OCCO3)cc(Br)c1O,?,-2%,1%,0,-5%,-2,-2%,-38%,-18,-4
Cc1nc(-c2c(C(F)(F)F)noc2-c2ccc(O)cc2O)cs1,-3%,0%,3%,2,-2%,3,3%,-3%,2,19
CCCCNc1ccc(C(CC(N)=O)NC(=O)c2ccccc2)cc1[N+](=O)[O-] (stereo not drawn),?,-1%,-18%,-2,?,0,23%,0%,-17,-5
CC(C)(CO)N1CCN(C(=S)Nc2ccccc2)CC1,4%,-2%,-15%,1,8%,5,23%,0%,-9,2
Cc1cc(=O)oc2cc(OCC(=O)NC3CCN(Cc4ccccc4)CC3)c(Cl)cc12,-4%,-7%,12%,.,5%,1,0%,1%,11,0
CCN(CC)C(=O)CSc1nc2ccccc2c(=O)n1-c1ccccc1OC,6%,1%,0%,0,0%,8,5%,-4%,1,-1
O=C(CN(CC1CCCO1)C(=O)CNS(=O)(=O)c1ccc(Cl)cc1)NCC1CCCO1 (stereo not drawn),-7%,-3%,-11%,4,3%,-1,.,12%,-3,1
Cc1ccc(-c2nn(-c3ccccc3)cc2/C=N/NC(=O)c2ccc(Br)o2)cc1,-3%,-5%,30%[activator],-2,-6%,13,-7%,26%,1,-35
CCCCOc1ccc(-c2ncc(C(=O)OCC)c(N)n2)cc1,5%,0%,2%,1,0%,3,9%,-11%,2,-8
CC(C)N(c1ccccc1)c1ccc(NC(=S)NCCN(C)C)cc1,-3%,6%,-2%,4,-3%,1,-2%,-60%[inhibitor],1,-18
Cc1cc(C)c2c(N)c(C(=O)Nc3nccs3)sc2n1,?,5%,14%,-6,190%[activator],-1,24%,1%,4,3
COc1ccc(-c2nc3c(s2)CCc2onc(-c4ccc(OC)cc4)c2-3)cc1,0%,.,1%,-5,0%,-2,8%,12%,22,6
CC1=C(C(=O)NC(C)c2ccc3c(c2)OCCO3)C2(CCC(C)CC2)OC1=O (stereo not drawn),3%,0%,-4%,-1,0%,1,-1%,0%,3,15
Cc1ccc(-c2cc(C(F)(F)F)n3nc(C(=O)Nc4c(C)n(C)n(-c5ccccc5)c4=O)cc3n2)cc1,23%,0%,-6%,2,-3%,2,-1%,7%,-4,-8
O=C1C=C(NCc2ccco2)CCC1,-10%,2%,11%,6,2%,0,0%,18%,-9,-3
COc1ccc(S(=O)(=O)N2CCCCC2)cc1NC(=O)c1cccc(S(=O)(=O)N2CC(C)OC(C)C2)c1 (stereo not drawn),.,.,.,.,2%,.,.,-21%,1,2
CN(C(=O)CCS(=O)(=O)c1ccc2c(c1)oc(=O)n2C)C1CCCCC1,-8%,2%,11%,.,0%,-1,7%,23%,-29,19
CCOC(=O)N1CCN(C(=O)c2ccc(CN(c3ccc(C)c(C)c3)S(C)(=O)=O)cc2)CC1,-3%,3%,6%,-1,-3%,.,8%,-44%,-4,-1
CC(=O)Nc1ccc(S(=O)(=O)NCCC(=O)NC2CCCCCC2)cc1,.,.,.,.,-2%,4,-4%,13%,6,3
COc1ccc(CCNC(=O)c2coc(=O)c(Br)c2)cc1,?,1%,7%,2,152%[activator],6,-7%,24%,-17,0
CC(C)(C)N(Cc1ccccc1)C(=O)COC(=O)C1=NN(c2ccccc2)C(=O)CC1,.,.,.,.,-2%,4,2%,-21%,3,4
COc1cc(NC(=O)c2ccc(S(=O)(=O)N(C)c3ccccc3)cc2)cc(OC)c1,.,.,.,.,2%,.,-1%,.,5,9
O=C(CN1C(=O)c2ccccc2S1(=O)=O)NCCc1ccccc1,2%,4%,10%,0,-13%,1,7%,13%,7,-3

# An excerpt from above in order of the TRPV1 agonist value, lowest first:
SMILES,MBNL1-CUG inh,GALK inhibitor,CXXC DNA block,ASM inhibitor,TRPV1 agonist,Integrin act MD
COc1ccc(-c2nc3c(s2)CCc2onc(-c4ccc(OC)cc4)c2-3)cc1,0%,.,1%,0%,-2,12%
O=C1C=C(NCc2ccco2)CCC1,-10%,2%,11%,2%,0,18%
COc1ccc(CCNC(=O)c2coc(=O)c(Br)c2)cc1,?,1%,7%,152%[activator],6,24%
